SARS 3CLpro inh = SARS-CoV 3CLpro protease inhibition; recombinant SARS-CoV 3CLpro, quenched FRET peptide cleavage; inhibition, % at 6 µM; hit rate 0.14% among 290,000; AID 1706; in the data active = inhibition above about 12%
DUSP3 inh = blocks human VHR1 dual specificity phosphatase | recombinant VHR phosphatase, pNPP absorbance | hit rate 0.52% among 290,000 | inhibition, % at 13.3 µM; in the data active = inhibition above about 50%; note: some compounds called inactive have numbers as strong as hits
Target sequence (P51452 whole entry, looked up): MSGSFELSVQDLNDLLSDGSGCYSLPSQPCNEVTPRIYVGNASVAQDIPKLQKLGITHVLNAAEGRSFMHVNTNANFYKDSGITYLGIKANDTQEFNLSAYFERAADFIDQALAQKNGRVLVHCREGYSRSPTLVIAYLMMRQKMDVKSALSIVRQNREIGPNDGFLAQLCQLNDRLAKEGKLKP
MazF activator = activators of E. coli MazEF toxin-antitoxin RNase | P0AE70 | FAM/BHQ RNA-DNA oligo cleavage fluorescence, 5 h | activation, % at 20 µM | hit rate 0.32% among 350,000; in the data active = activation above about 50%
Target sequence (P0AE70 whole entry, looked up): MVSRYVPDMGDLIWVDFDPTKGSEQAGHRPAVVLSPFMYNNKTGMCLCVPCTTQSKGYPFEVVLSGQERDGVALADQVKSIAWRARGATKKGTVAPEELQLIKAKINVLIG
PriA SSB inh = inhibitors of Klebsiella pneumoniae PriA binding to SSB C-terminal tail; hit rate 0.6% among 430,000; AID 1272365; AlphaScreen SSBct-PriA binding, biotinylated peptide; inhibition, % at 33 µM; in the data active = inhibition mostly above about 37%, no sharp cut-off; inactive = mostly below about 20%;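 note: plate controls were negative control peptide for no effect and reference peptide for full effect; strong numbers were not always called active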
Anthrax LF prot = anthrax lethal factor protease inhibition. hit rate 0.12% among 360,000. multiplex microsphere protease cleavage assay, LF. P15917. inhibition, % at 10 µM; note: plate controls were buffer without enzyme for full effect and enzyme alone for no effect
Target sequence (P15917 whole entry, looked up): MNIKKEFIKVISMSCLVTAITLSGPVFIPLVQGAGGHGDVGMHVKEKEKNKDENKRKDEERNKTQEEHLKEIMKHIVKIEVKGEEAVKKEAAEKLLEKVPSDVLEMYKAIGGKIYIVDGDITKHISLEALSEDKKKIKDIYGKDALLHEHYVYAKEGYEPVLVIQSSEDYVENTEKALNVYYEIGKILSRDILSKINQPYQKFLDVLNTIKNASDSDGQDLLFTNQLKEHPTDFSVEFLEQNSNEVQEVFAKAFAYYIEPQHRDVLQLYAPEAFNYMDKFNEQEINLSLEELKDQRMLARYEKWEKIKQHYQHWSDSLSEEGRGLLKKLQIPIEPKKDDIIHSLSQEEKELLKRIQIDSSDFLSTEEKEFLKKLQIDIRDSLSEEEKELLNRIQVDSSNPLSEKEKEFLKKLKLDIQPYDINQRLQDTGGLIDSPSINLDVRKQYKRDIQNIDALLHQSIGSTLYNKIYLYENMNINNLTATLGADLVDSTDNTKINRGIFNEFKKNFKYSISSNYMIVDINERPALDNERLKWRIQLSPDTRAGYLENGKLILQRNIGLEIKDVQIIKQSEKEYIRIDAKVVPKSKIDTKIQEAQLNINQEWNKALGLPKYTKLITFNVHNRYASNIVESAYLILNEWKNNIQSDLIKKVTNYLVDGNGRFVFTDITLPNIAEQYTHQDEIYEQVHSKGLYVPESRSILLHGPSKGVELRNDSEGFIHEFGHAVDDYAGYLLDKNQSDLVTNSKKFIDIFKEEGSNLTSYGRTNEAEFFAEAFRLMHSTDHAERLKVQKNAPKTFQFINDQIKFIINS
Rv3671c inh = Rv3671c (M. tuberculosis) protease inhibition; inhibition, % at 5.96 µM; P9WHR9; hit rate 0.048% among 320,000; in the data active = inhibition above about 38%;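 note: extracellular domain of Rv3671c used as enzyme; 0% = enzyme with DMSO and 100% = no enzyme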
PrPC TRFRET = reduces human prion protein on the cell surface; P04156; inhibition, % at 13.8 µM; AID 720596; cell surface PrPC, TR-FRET read-out; hit rate 0.43% among 370,000; in the data active = inhibition above about 24%; note: 0% = median of the test wells and 100% = reference compound wells
BoNT A protease = BoNT A light chain protease inhibition; multiplex microsphere protease substrate cleavage, flow cytometry; inhibition, % at 10 µM; hit rate 0.17% among 360,000; note: plate controls were buffer without enzyme for full effect and enzyme alone for no effect
BoNT-F LC inh = BoNT F light chain protease inhibition. AID 588497. Multiplex microsphere protease cleavage assay, flow cytometry. hit rate 0.22% among 360,000. inhibition, % at 10 µM; in the data active = inhibition above about 35%, passing the limit was not always enough; inconclusive = no clear call, values can overlap the other calls; note: plate controls were buffer without enzyme for full effect and enzyme alone for no effect
CCHFV vOTU inh = CCHFV vOTU protease inhibition. AID 651958. Pep-AMC fluorescence. hit rate 0.55% among 370,000. inhibition, % at 11.5 µM; in the data active = inhibition above about 30%; note: 0% = vehicle wells with enzyme and 100% = no enzyme wells
An asterisk follows results filed as active; ? = inconclusive; / = not tested or not shown; & = joins results of further samples. Cut-off read from the data, not from the text of the source, unless noted: active = inhibition above about 30%; inconclusive = no clear call, values can overlap the other calls; inactive = below that. An excerpt; the hit share may differ from the screen's.

SMILES | SARS 3CLpro inh | DUSP3 inh | MazF activator | PriA SSB inh | Anthrax LF prot | Rv3671c inh | PrPC TRFRET | BoNT A protease | BoNT-F LC inh | CCHFV vOTU inh
Cc1ccccc1CSCC(=O)NC(=O)NC(C)(C)C | -4 | 4 | -5 | 3 | -4 | 11 | 8 | -0.6 | -7 | 1
S=C(NCCCn1ccnc1)NC1CCCCC1 | 5 | 1 | -4 | 2 | 0 | -11 | -6 | 0.3 | -2 | -14
CC(=O)c1ccccc1OCCOc1ncnc2sccc12 | 6 | 5 | 7 | -6 | -2 | -1 | -6 | 0.9 | -7 | -10
Cc1nc2nc(C)c(CCC(=O)N3CCN(c4ccccc4)CC3)c(C)n2n1 | 2 | 33 | 0 | 1 | 0 | -5 | -5 | -0.1 | -3 | -6
Cc1ccc(NC(=O)Nc2nnc(-c3ccccc3)o2)cc1 | 1 | 12 | 5 | -4 | -1 | -7 | -1 | 0.1 | 0 | 5
CCOc1ccc(OCCn2c(SCC(=O)O)nc3ccccc32)cc1 | 0 | -23 | -11 | -1 | 2 | 3 | -2 | 1.5 | -6 | 7
CCOC(=O)CCNC(=O)N1CCC(CCOc2ccccc2)(C(=O)OCC)CC1 | -5 | / | 1 | -11 | 4 | -2 | 6 | 0.3 | ? | -6
CCC1Oc2ccc(C)cc2N(CC(=O)NCCN2CCOCC2)C1=O (centres undefined) | -1 | 1 | 4 | 7 | 0 | -10 | 1 | -0.2 | -2 | 7
Nn1c(SCC(=O)Nc2cc(S(=O)(=O)N3CCOCC3)ccc2Cl)nnc1-c1cccnc1 | -1 | -4 | 4 | 2 | -1 | -4 | 3 | -0.1 | -1 | -10
COc1ccccc1OCc1nnc(SCC(=O)N2CCCC2)o1 | -2 | -19 | 1 | -15 | 2 | 3 | -1 | 2.0 | 13 | 21
CC(C)c1csc(CN2CCCC(CNC(=O)c3cccc4ccccc34)C2)n1 (centres undefined) | 2 | 28 | -2 | -7 | -4 | 4 | -4 | -5.1 | -7 | 10
O=C(C1=C(O)C(=O)N(CCN2CCOCC2)C1c1cccc(Br)c1)c1cccs1 (centres undefined) | 0 | 18 | 2 | 2 | -1 | -2 | 4 | -4.1 | -25 | 2
NC(=S)c1cc2cc(Br)ccc2oc1=O | -3 | 3 | -1 | 9 | 3 | 2 | -1 | -0.9 | -7 | 0
CSc1ccc(Cl)c(C(=O)NCCCn2ccnc2)c1 | 4 | 20 | 2 | -7 | 3 | -2 | 0 | -0.7 | 13 | 22
O=C(O)c1cccc(S(=O)(=O)NCc2cccs2)c1 | -2 | 8 | 5 | -18 | 0 | 3 | 4 | 0.6 | 11 | -1
Cc1ccc(S(=O)(=O)Nc2ccccc2F)cc1C(=O)N1CCN(c2ccccc2O)CC1 | / | / | 3 | -1 | -5 | 0 | -3 | -1.4 | 2 | 0
CCOc1ccc(OCc2ccc(C(=O)Nc3ccc(Cl)cn3)o2)cc1 | 5 | 5 | -11 | -14 | 0 | -15 | 17 | 0.2 | 11 | -2
Cc1ccc(/C=N/n2cnc3sc(-c4ccccc4)cc3c2=O)o1 | 2 | 23 | -13 | / | 0 | -2 | -5 | 0.3 | 7 | 8
O=C(c1cn(Cc2ccccc2)c2ccccc12)N1CCCCC1 | 3 | 9 | -2 | -4 | 3 | -6 | 5 | -0.6 | -6 | 3
Cn1c(CCN2CCCCC2)nc2cc(NC(=O)COc3ccc(Cl)cc3)ccc21 | -6 | 18 | 12 | 2 | 2 | -2 | -5 | -1.0 | -9 | 9
CC(C)OCCCNC(=O)C1CCC(CNS(=O)(=O)c2ccccc2)CC1 (centres undefined) | 3 | 23 | 6 | 2 | -2 | -3 | 3 | -0.9 | -2 | -9
CCC1(CC)C(=O)N(C)C(=O)NC1=Nc1ccc(OC)cc1 | -5 | -10 | 1 | 8 | -2 | -3 | 6 | 0.0 | 0 | 0
Oc1ccc2nc(Cc3ccccc3)[nH]c2c1 | -3 | -6 | -3 | -4 | 2 | -3 | 1 | -0.6 | 0 | -3
CCOC(=O)C1C(=O)NCC2CCCC21 (centres undefined) | 0 | 10 | 2 | -6 | 4 | -12 | 3 | 0.0 | 3 | 6
COc1ccc(S(=O)(=O)N2CCC(C)CC2)cc1OC | 2 | 4 | -15 | -6 | -17 | -5 | 3 | ? | ? | -8

More structures.
SMILES | SARS 3CLpro inh | DUSP3 inh | MazF activator | PriA SSB inh | Anthrax LF prot | Rv3671c inh | PrPC TRFRET | BoNT A protease | BoNT-F LC inh | CCHFV vOTU inh
CC(=O)Nc1nc2c(s1)C(=O)NCCC2 | 1 | 22 | 8 | -2 | -5 | 0 | 6 | -0.4 | -1 | -10
CN(C(=O)c1ccc(NC(=O)Cc2cccc(NC(=O)C3CCN(C(=O)c4ccccc4)CC3)c2)cc1)C1CCCC1 | / | / | -1 | -24 | 3 | -14 | 1 | -0.3 | 0 | 4
COc1ccccc1CNc1nc(NCc2ccc(C(C)C)cc2)c2sccc2n1 | / | / | / | / | -1 | / | 20 | 0.2 | 0 | 15
COCCn1c(Cc2ccccc2)nnc1SCC(=O)N1CCCC1=O | / | / | 8 | -26 | -14 | -8 | -8 | 0.1 | -4 | 12
O=C(NCC1COc2ccccc2O1)C1CCCN(S(=O)(=O)c2cnc[nH]2)C1 (centres undefined) | -2 | 13 | 8 | -2 | -7 | 8 | 0 | 0.4 | -1 | 0
OCC1(CO)COC(/C=C/c2ccccc2)=N1 | -4 | 1 | 6 | -9 | 3 | 1 | 4 | 0.8 | -6 | -6
COC(=O)c1ccc(NC(=O)CSc2nnc(CNc3ccc(OC)cc3)n2C)cc1 | -1 | 14 | -1 | -2 | 0 | 0 | 8 | 0.5 | 2 | 3
CCn1c(SCc2cc(=O)[nH]c3ccccc23)nnc1C1CC1 | -4 | 4 | 3 | -14 | 0 | -4 | -11 | 0.6 | 7 | -16
CC1(C)CC(=O)C(C(c2ccco2)C2C(=O)CC(C)(C)CC2=O)C(=O)C1 | -1 | 4 | -7 | 3 | -2 | -3 | 1 | -0.6 | -2 | 1
CN(Cc1ccccc1)C(=O)c1cccc(NC(=O)Cc2ccc(NC(=O)C3CCCN(C(=O)C4CC4)C3)cc2)c1 (centres undefined) | / | / | 1 | -12 | -1 | / | -7 | 0.0 | 1 | 2
CC(C)Cc1nnc(N)s1 | / | / | 0 | -9&-11 | 10 | / | 10 | -0.7 | -4 | 2
COC(=O)Nc1nn(-c2ccc(C)cc2)c(=O)c(C#N)c1C | 4 | 30 | 6 | 0 | -8 | 1 | -56 | -0.6 | -3 | 1
N=c1c2c(ncn1CCN1CCOCC1)Oc1ccc3ccccc3c1C2c1ccccc1 (centres undefined) | -4 | 55* | 8 | 8 | -11 | -7 | 3 | -0.2 | -7 | 6
O=C(NCCCN1CCOCC1)c1ccc2c(=O)n(-c3ccc(F)c(Cl)c3)c(=S)[nH]c2c1 | -2 | 26 | 3 | 6 | -1 | -8 | -6 | 0.1 | -4 | 10
O=C(CN(c1ccccc1)S(=O)(=O)c1ccccc1)N1CCN(Cc2ccc3c(c2)OCO3)CC1 | -6 | -9 | -11 | 12 | 0 | 6 | -5 | 0.1 | -7 | -6
Cc1noc(C)c1NC(=O)N(C)C[C@@H]1Oc2cc(Br)ccc2S(=O)(=O)N([C@H](C)CO)C[C@@H]1C | / | / | 3 | / | 4 | / | 14 | 0.2 | 6 | 6
CCn1c(C)nc2cc(C(=O)NNS(=O)(=O)c3ccc(C)c(C)c3)ccc21 | 6 | 26 | 0 | 3 | 6 | -4 | / | 0.4 | 4 | /
CC(C)NC(=O)/C(=C/c1ccco1)c1ccccc1 | 6 | 31 | -1 | -3 | 3 | -11 | -3 | 1.6 | 12 | 6
CNC(=O)Nc1cccc2cccnc12 | -2 | 18 | 8 | -2 | -7 | -4 | 4 | 0.5 | 7 | 1
COc1ccc(CN(C)Cc2nc(Cc3ccccc3Cl)no2)cc1OC | -5 | 9 | 5 | -14 | 2 | -4 | 15 | 0.2 | -3 | -6
CCCCC1(CC(=O)OCC)SCCN1C(N)=O (centres undefined) | / | / | -4 | / | 3 | / | 11 | 0.4 | -6 | -24
C1=CC2CCC1ON2c1ccccc1 (centres undefined) | -2 | 6 | -2 | 3 | -4 | -11 | -8 | -0.3 | -13 | -20
C[C@]12CC[C@@H](O)C[C@H]1CC[C@@H]1[C@@H]2CC[C@]2(C)C(=O)CC[C@@H]12 | / | / | 0 | -4 | 4 | -1 | 1 | 0.1 | -2 | 23
CS(=O)(=O)N(Cc1ccccc1)c1ccccc1C(=O)Nc1ccccc1C(=O)NCc1ccco1 | 2 | 20 | -3 | 16 | -5 | 1 | -4 | -1.5 | -2 | 3
Cc1ccc(NS(=O)(=O)N2CCCCC2)cc1 | / | / | 4 | -7 | -4 | / | 7 | -0.2 | -1 | -7

Three entries picked at random from the list so far, as already listed:
SMILES | SARS 3CLpro inh | DUSP3 inh | MazF activator | PriA SSB inh | Anthrax LF prot | Rv3671c inh | PrPC TRFRET | BoNT A protease | BoNT-F LC inh | CCHFV vOTU inh
O=C(NCCCN1CCOCC1)c1ccc2c(=O)n(-c3ccc(F)c(Cl)c3)c(=S)[nH]c2c1 | -2 | 26 | 3 | 6 | -1 | -8 | -6 | 0.1 | -4 | 10
CC(=O)Nc1nc2c(s1)C(=O)NCCC2 | 1 | 22 | 8 | -2 | -5 | 0 | 6 | -0.4 | -1 | -10
CS(=O)(=O)N(Cc1ccccc1)c1ccccc1C(=O)Nc1ccccc1C(=O)NCc1ccco1 | 2 | 20 | -3 | 16 | -5 | 1 | -4 | -1.5 | -2 | 3

Further structures:
SMILES | SARS 3CLpro inh | DUSP3 inh | MazF activator | PriA SSB inh | Anthrax LF prot | Rv3671c inh | PrPC TRFRET | BoNT A protease | BoNT-F LC inh | CCHFV vOTU inh
COc1cc(NC(=O)Cc2ccccc2)c(C(=O)O)cc1OC | 2 | 28 | 12 | -20 | 1 | -3 | 0 | 0.7 | -3 | 1
Cc1ccc(S(=O)(=O)Nc2ccccc2C(=O)Nc2nc(-c3ccc(F)cc3)cs2)cc1 | 6 | 2 | -1 | -8 | 0 | -59 | 24 | -1.0 | -4 | 30*
O=c1ccc2ccc(Oc3ccc(Cl)cc3[N+](=O)[O-])cc2o1 | 0 | -2 | -3 | 5 | 4 | -4 | -3 | 0.0 | -5 | -2
O=C(CNC(=O)N1CC(=O)Nc2ccccc21)NCc1ccccc1Cl | 5 | 1 | 6 | -7 | -1 | -1 | 5 | -3.8 | -5 | 3
Cc1ccc(C(O)(COC(=O)C(C)C)COC(=O)C(C)C)c(O)c1 | 2 | 7 | 5 | 2 | 1 | 1 | 4 | 0.5 | -2 | -4
O=C(COC(=O)C1=COCCO1)Nc1ccc(F)c(F)c1 | / | / | -3 | -4 | / | 14 | 4 | / | / | -6
Cc1ccc(S(=O)(=O)NCCC(=O)Nc2ccc(C)c(Cl)c2)cc1C | 2 | 1 | -3 | -9 | 1 | -9 | -1 | 0.9 | -4 | 15
CCOC(=O)C(Cc1cc(C(C)=O)ccc1OC(C)C)C(=O)OCC | -5 | 8 | -2 | -19 | -2 | -5 | 3 | -0.7 | 2 | 6
CCCN1C(=O)COc2ccc(-c3n[nH]c(=O)c4ccccc34)cc21 | 1 | 39 | 11 | -1 | -1 | 4 | 8 | -0.9 | 3 | 11
COc1cc(S(=O)(=O)NCc2ccncc2)c(OC)cc1Br | -5 | -9 | -4 | 2 | -1 | -4 | 8 | 2.3 | 6 | 7
O=S1(=O)C[C@H](N2CCC[C@@H]2CO)[C@@H](COCc2ccccc2)N1 | / | / | / | / | -16 | / | 1 | -0.4 | -16 | 3
NC(Cc1ccccc1)c1csc(Nc2ccc(C(=O)c3ccccc3)cc2)n1 (centres undefined) | / | / | / | / | -4 | / | 17 | -0.1 | -22 | 4
O=C(CCOc1ccccc1)N1CCN(S(=O)(=O)c2ccccc2F)CC1 | / | / | 3 | -17 | / | -11 | 7 | / | / | 3
COC(=O)CSc1nnc(-c2ccccc2OC)n1-c1ccc(C)cc1 | 3 | 12 | 9 | -2 | -2 | -3 | 1 | -0.4 | 3 | 10
O=C(NNC(=O)c1nc2ccccc2[nH]1)OCc1ccccc1 | / | / | -2 | 0 | -6 | 1 | 0 | 0.0 | 0 | -2
O=C(CSc1nc2ccccc2o1)Nc1nccs1 | -1 | 8 | 5 | 8 | -6 | 1 | -1 | -0.1 | -6 | -8
